Compound activity (PubChem BioAssay)
ELG1 repair inh = ELG1-dependent DNA repair inhibition; 330,000 tested, 2.3% active; HEK293T ELG1-luciferase reporter, luminescence, 16 h; DNA damage induced by 5-fluorouridine; Potency, µM (highest dose often 46.1 µM), inactives show at the top dose activity change, negative = inhibition, usual class: inhibitors; further: potency means the concentration at half of the fitted maximal effect; on the % scale 0 is the no-effect control and ±100 the full control effect; nearly all actives have a fitted effect of over 55% in size
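In this reporter screen, reduction of luminescence relative to DMSO vehicle indicated activity. Compounds and 5-fluorouridine were added together to 2,000 cells per well, incubated for 16 hr at 37 °C, then developed with ONE-Glo.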
TSG101-PTAP inh = blocks PTAP/TSG101 interaction to inhibit HIV-1 budding | Q99816 | Fluorescence polarization, FITC-PTAP peptide / Tsg101 binding | Potency, µM (doses to about 115 µM), inactives show at the top dose activity change, negative = inhibition, hits mostly inhibitors | 340,000 tested, under 10 active; active means well fitted inhibition curve with a large enough effect in the main read-out, with a control signal flat, not every such curve was filed as active; inconclusive means small, poorly fitted or top-dose-only effect, or effect the other way, or a change in a side signal; inactive means no such curve, though single readings can be large or run the other way; further: potency means the concentration at half of the fitted maximal effect; % of control where 0% means no effect
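Compounds were pin-transferred onto Tsg101 binding domain (10 uM final) in HEPES pH 7.5 buffer, then FITC-PTAP peptide was added at 50 nM final. After 20 min at RT, polarization reported peptide displacement across a qHTS concentration series.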
A-T KAP1 phos = potential ataxia-telangiectasia treatment; […] A-T fibroblasts, KAP-1 phosphorylation AlphaLISA; neocarzinostatin DNA damage 30 min before lysis; 320,000 tested, 0.19% active; AID 485349; Potency, µM (highest dose often 57.5 µM), inactives show top-dose activation, actives largely listed as activators; further: potency means the concentration at half of the fitted maximal effect; % of control where 0% means no effect; nearly all actives have a fitted effect of over 45% in size
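ATM-like activity read as KAP-1 phosphorylation via AlphaLISA donor/acceptor antibody pairs after lysis and 6 hr at 25C. Cells were ATM-null patient fibroblasts ([…], hTERT), dosed 60 min, then exposed to the DSB inducer NCS for 30 min.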
TSHR antagonist = antagonists of human thyroid stimulating hormone receptor; P16473; TSHR-expressing cells, TSH-stimulated cAMP HTRF, 2 h; hits give low values; activity change, negative = inhibition, % at 11.5 µM; 330,000 tested, 0.2% active;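 active means activity change below a set negative limit, meaning inhibition stronger than a set level, cut at about -70% in these data; inconclusive means activity change between two set negative limits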; further: on the % scale 0 is the no-effect control and ±100 the full control effect
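Inhibition of cAMP made by TSHR-expressing cells under TSH stimulation (4nM final, EC80; 2 h, 37 deg C) is quantified with a one-step lysis HTRF kit, anti-cAMP cryptate versus cAMP-d2.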
TCR activator = activates T cell receptor signaling. 330,000 tested, under 10 active. Potency, µM (highest dose often 9.22 µM), without a hit: at the top dose activation of IL-2 secretion, usual class: activators. primary human leukocytes, anti-CD3, IL-2 HTRF, 48 h; further: % of control where 0% means no effect
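Primary human leukocytes receive a-CD3 beads and test compound and are incubated 48 hr. Secreted IL-2 is then assayed by HTRF, measuring 665nm acceptor emission after 320nm excitation of the europium donor.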
ASM inhibitor = blocks human secretory acid sphingomyelinase | Potency, µM (highest dose often 57.5 µM), inactives show at the highest dose activity change, negative = inhibition, hits mostly inhibitors | placental ASM, HMU-PC fluorogenic substrate, 60 min | P17405 | 340,000 tested, 0.006% active | AID 504937; further: potency means the concentration at half of the fitted maximal effect
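Human placenta-derived ASM preincubated with compound 10 min at room temperature, then reacted with 9 uM (final) fluorogenic HMU-PC substrate for 60 min at 37 C. Stop solution raises pH to 10; fluorescence read at Ex 386/Em 447 nm.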
Eya2 inh = inhibitors of human Eya2 phosphatase activity | O00167 | 330,000 tested, 0.006% active | AID 488837 | Potency, µM (titrated, usually from 76.9 µM), without a hit: at the top dose activity, negative = inhibition, most hits filed as inhibitors | recombinant Eya2, OMFP fluorescence dephosphorylation (OMFP is methylfluorescein phosphate); further: potency means the concentration at half of the fitted maximal effect; on the % scale 0 is the no-effect control and ±100 the full control effect
Target sequence (O00167 whole entry, looked up): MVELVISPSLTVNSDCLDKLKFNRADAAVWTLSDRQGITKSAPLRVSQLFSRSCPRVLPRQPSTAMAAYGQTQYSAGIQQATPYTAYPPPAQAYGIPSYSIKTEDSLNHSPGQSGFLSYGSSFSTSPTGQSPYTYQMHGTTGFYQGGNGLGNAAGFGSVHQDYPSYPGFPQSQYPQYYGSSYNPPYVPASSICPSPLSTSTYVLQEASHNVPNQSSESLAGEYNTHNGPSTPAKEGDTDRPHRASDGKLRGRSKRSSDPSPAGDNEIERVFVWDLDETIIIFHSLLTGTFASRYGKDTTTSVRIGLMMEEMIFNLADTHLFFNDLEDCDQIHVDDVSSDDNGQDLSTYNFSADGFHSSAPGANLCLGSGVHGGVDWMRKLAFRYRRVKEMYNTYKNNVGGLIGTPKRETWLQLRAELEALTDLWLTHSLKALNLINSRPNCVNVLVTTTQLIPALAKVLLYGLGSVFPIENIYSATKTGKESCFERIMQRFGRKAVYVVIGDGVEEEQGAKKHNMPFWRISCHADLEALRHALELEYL
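Eya2 protein (added as 0.2 uM solution) was preincubated with compound for 10 min at ambient temperature in 50 mM HEPES pH 7.5, 50 mM NaCl, 5 uM MgCl2, 0.05% BSA, 1 mM DTT. OMFP (added at 50 uM) then reacted 10 min; fluorescence read at 485/525 nm.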
Mito fusion act = inhibitors of mitochondrial division or activators of mitochondrial fusion; S. cerevisiae fusion-defective mutant growth rescue, CellTiterGlo 48 h; Potency, µM (titrated, usually from 46.1 µM), for inactives: top-dose growth rescue (activation), most hits filed as activators; 320,000 tested, 0.23% active;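 further: potency means the concentration at half of the fitted maximal effect; % of control where 0% means no effect; nearly all actives have a fitted effect of over 45% in size; temperature-sensitive fusion mutants such as fzo1-1 at 37 °C on non-fermentable ethanol glycerol medium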
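Temperature-sensitive fusion-defective S. cerevisiae (e.g. fzo1-1, mgm1-5) were grown with compound in YPEG medium (3% ethanol, 3% glycerol) for 48 hours at 37C. Growth rescue was measured as viability by CellTiterGlo luminescence after 10 minutes at ambient.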
Tb PFK block = inhibitors of T. brucei phosphofructokinase. O15648. T. brucei PFK, ADP-Glo luminescence. Potency, µM (doses to about 57.5 µM), for inactives: at the highest dose activity, negative = inhibition, hits mostly inhibitors. 330,000 tested, 0.17% active. AID 485367;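 further: potency means the concentration at half of the fitted maximal effect; 0% = uninhibited 1x PFK enzyme wells and -100% = no-enzyme wells; nearly all actives have a fitted effect of over 60% in size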
Target sequence (O15648 whole entry, looked up): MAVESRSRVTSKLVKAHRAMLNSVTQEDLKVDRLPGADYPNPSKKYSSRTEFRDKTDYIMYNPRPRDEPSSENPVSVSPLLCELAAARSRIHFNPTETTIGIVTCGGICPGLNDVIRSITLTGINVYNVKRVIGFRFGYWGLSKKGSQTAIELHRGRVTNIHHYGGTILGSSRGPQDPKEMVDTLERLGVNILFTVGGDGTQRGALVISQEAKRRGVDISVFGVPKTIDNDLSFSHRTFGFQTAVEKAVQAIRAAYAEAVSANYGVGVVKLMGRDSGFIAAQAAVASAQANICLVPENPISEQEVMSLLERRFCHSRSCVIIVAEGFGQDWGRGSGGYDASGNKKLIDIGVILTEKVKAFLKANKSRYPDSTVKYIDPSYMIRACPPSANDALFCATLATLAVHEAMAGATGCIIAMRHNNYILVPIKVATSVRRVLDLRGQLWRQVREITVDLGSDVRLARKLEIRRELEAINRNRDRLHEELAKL
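In TEA buffer at pH 8.0 with 5 mM MgCl2, enzyme (1.25 nM) converted F6P (0.5 mM) and ATP (0.1 mM) for 45 min at room temperature. ADP product was read by luciferase luminescence.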
Integrin act MD = activators of alpha7 integrin expression for muscular dystrophy; Potency, µM (top dose mostly 38.3 µM), for inactives: top-dose activation, usual class: activators; 350,000 tested, 0.064% active; alpha7betagal myoblasts, beta-gal FDG fluorescence, 48 h;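 further: potency means the concentration at half of the fitted maximal effect; 100% = response of the positive control SU9516; nearly all actives have a fitted effect of over 60% in size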
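alpha7betagal+/- myoblasts (passage 13, 250/well) treated 48 h at 37C with compounds at 1:260 dilution of DMSO stock. Lysed, then beta-galactosidase activity read as FDG fluorescence (ex 480/em 540) after 30 min, with pre-read for autofluorescence.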
BCR signal inh = blocks chronic active B-cell receptor signaling | ABC-DLBCL IkBa-CBG/CBR reporter, luminescence ratio, 4 h | Potency, µM (titrated, usually from 46.1 µM), inactives show top-dose ratio change, negative = lower green/red ratio, usual class: inhibitors | 340,000 tested, 0.05% active | AID 493014; active means well fitted inhibition curve with a large enough effect in the signal ratio, with a control signal flat, not every such curve was filed as active; inconclusive means small, poorly fitted or top-dose-only effect, or effect the other way, or a change in a side signal; the % refers to the signal ratio;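 further: potency means the concentration at half of the fitted maximal effect; plate controls were basal doxycycline-induced cells for no effect and cells given 10 µM MG132 for full effect; MG132 reads +100%, hits lower the ratio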
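Cell line TMD8 (human ABC DLBCL), stably expressing tet-inducible CBG68-IkBa fusion and CBR; IMDM/0.5% FBS; cpd up to 46 uM; dox induction, 4 h, 37C/5% CO2; dual luminescence; green/red ratio; MG132 control.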
* = called active by the depositor; ? = inconclusive; / = no result given; [ ] = another dose, or the depositor's remark. Unless noted, the call rests on the fitted dose curve; in most records, active means well fitted curve in the direction sought with a large enough effect; inconclusive means small, poorly fitted or top-dose-only effect, or another doubt; inactive means no such curve, though single readings can be large; an effect the other way counts as inactive or inconclusive. Compounds as they come; overall some 3.2% were active at least once.

SMILES	ELG1 repair inh	TSG101-PTAP inh	A-T KAP1 phos	TSHR antagonist	TCR activator	ASM inhibitor	Eya2 inh	Mito fusion act	Tb PFK block	Integrin act MD	BCR signal inh
COc1ccc(N2C(=O)CC(NNC(=O)c3cccnc3)C2=O)cc1 (configuration not stated)	7%	1%	2%	5	-8%	4%	13%	0%	-1%	0%	2%
COc1ccccc1NC(=O)COC(=O)CCC(=O)c1cccs1	17%	-2%	-5%	-5	-19%	-2%	25%	2%	-12%	-8%	-17%
COc1cc(SC#N)ccc1N=Cc1c(C)[nH]n(-c2ccc(C)c(C)c2)c1=O	?	0%	-11%	-8	0%[46.1 µM]	-7%	2%	-2%	-4%	-61%[inhibitor]	?
Clc1ccccc1OCCn1nnc2ccccc21	?	0%	6%	-32	1%	-2%	8%	-1%	-6%	-18%	?
Cc1ccc2nsnc2c1NC(=O)c1cccnc1Cl	4%	-3%	1%	7	-2%	2%	4%	-3%	-1%	7%	5%
COc1ccc(OC)c(C(=O)COC(=O)CNC(=O)c2ccccc2)c1	3%	-11%	-3%	-7	-1%[46.1 µM]	6%	10%	3%	0%	4%	?
CCc1ccccc1NC(=O)CSc1nnc(C2CC2)n1CC1CCCO1 (configuration not stated)	4%	-6%	-4%	16	0%	9%	0%	-18%	-18%	11%	3%
O=C(O)C(C(=O)O)=C1C2CC3CC(C2)CC1C3	0%	1%	-5%	-4	-1%	2%	10%	-1%	1%	11%	-4%
Cn1c(=O)c(/C=C/c2ccccc2)nc2ccccc21	?	-7%	10%	-15	-9%[46.1 µM]	/	6%	13%	3%	-28%	-14%
Cc1cc(C)nc(SCC(=O)Nc2ncc(Cc3cccc(Cl)c3)s2)n1	-8%	0%	4%	-22	6%[46.1 µM]	2%	-3%	-7%	-7%	-10%	3%
CCCCc1ccc(NC(=S)NCCN2CCOCC2)cc1	2%	0%	-2%	-2	-6%	2%	-3%	-3%	1%	-10%	-1%
N/C(=N\NC(=O)c1cccc(F)c1)c1cc2ccccc2oc1=O	?	-8%	-3%	7	11%	-1%	-7%	-2%	0%	28%	?
COc1ccc(OC)c(NC(=O)C2CC(=O)N(CCc3ccccc3)C2)c1 (configuration not stated)	6%	-2%	2%	6	-1%	1%	-2%	?	3%	3%	4%
O=C(O)/C=C/C(=O)NCCc1ccc(Cl)cc1	3%	-4%	1%	8	-3%	-4%	-5%	5%	-8%	3%	7%
O=S(=O)(Nc1cccc2cccnc12)c1ccc(S(=O)(=O)N2CCCC2)cc1	-15%	-1%	2%	6	/	-1%	-15%	-12%	22%	-60%[inhibitor]	?
CC1(c2ccccc2)CC(C)(C)N2C(=O)C(=O)c3cccc1c32 (configuration not stated)	-10%	-1%	4%	-8	3%	-3%	5%	15%	-4%	0%	5%
CCc1cc(Cn2nc(-c3ccccc3)cc2C(=O)NCc2ccccc2OC)on1	-3%	-4%	6%	3	0%	-10%	3%	7%	0%	-21%	8%
Fc1ccc(-[n+]2nc(Nc3ccccc3)sc2-c2ccc(OCc3ccccc3)cc2)cc1	-17%	/	-5%	7	4%	11%	-8%	-2%	2%	6%	-9%
CCOC(=O)c1cnc2ccc(C)cc2c1Sc1ccc(F)cc1	0%	-5%	?	16	-2%	-15%	-7%	-7%	-3%	-36%	?
CCN1C(=O)/C(=C\c2ccc(F)cc2)N=C1SCC(=O)NCc1ccco1	-7%	1%	-1%	1	0%[46.1 µM]	30%[activator]	3%	-1%	-1%	-12%	0%
COc1ccc(C(CCN2CCCC(C)C2)c2c(OC)cc(OC)c3c(-c4ccccc4)cc(=O)oc23)cc1 (configuration not stated)	-10%	2%	-5%	-11	0%	12%	-2%	-30%	-1%	-42%	?
CCOc1cc(-c2conc2N)cc(OCC)c1OCC	2%	/	4%	-2	-6%[46.1 µM]	0%	-16%	1%	8%	-15%	?
CCCCOc1ccc(C2/C(=C(/O)c3ccc4c(c3)CC(C)O4)C(=O)C(=O)N2CCCN2CCOCC2)cc1OC (configuration not stated)	-2%	-2%	3%	-34	1%	/	0%	-1%	7%	-12%	3%
NC[C@@]12CCCC1C1CCC2C1 (some centres not stated)	2%	/	-6%	1	/	/	19%	-5%	0%	/	3%
OC[C@H]1O[C@@H](Oc2ccc3cc(Br)ccc3c2)[C@H](O)[C@@H](O)[C@H]1O	13%	-2%	0%	-3	-7%	-4%	0%	-3%	0%	13%	-2%
O=C(N/N=C/c1ccc(O)cc1)c1cncc(Br)c1	13%	0%	-9%	0	-1%	4%	-8%	-1%	2%	?	?
CC(C)[C@@H](C(=O)N1CCN(Cc2ccc3c(c2)OCO3)CC1)n1nnc2ccccc2c1=O	-14%	-3%	9%	-13	10%	5%	3%	4%	2%	0%	0%
Cc1ccc(CNC(=O)CN(C)C2=NS(=O)(=O)c3ccccc32)cc1	?	-6%	-3%	12	1%	-2%	19%	-2%	0%	-50%[inhibitor]	4%
COc1ccc2nc(SCc3cccnc3)c(C#N)cc2c1	10%	0%	1%	-3	1%	45%[activator]	0%	3%	1%	20%	0%
O/N=C/c1cc(Cl)ccc1OCc1cccc2ccccc12	10%	/	11%	-12	/	/	5%	-24%	-3%	/	?
C[C@H](NC(=O)OC(C)(C)C)C(=O)N/N=C/c1ccc2nccnc2c1	-2%	-1%	-5%	-1	-3%	-5%	4%	-1%	1%	-17%	2%
O=C(O)c1ccc(CNc2ccccc2C(=O)O)cc1	18%	-6%	5%	15	3%	7%	-7%	-3%	?	5%	?
CCc1ccc(C(=O)Nn2cnc3ccccc3c2=O)cc1	?	-5%	5%	22	9%	23%	-5%	10%	-1%	-18%	?

5 records drawn at random from the list so far, as already listed:
SMILES	ELG1 repair inh	TSG101-PTAP inh	A-T KAP1 phos	TSHR antagonist	TCR activator	ASM inhibitor	Eya2 inh	Mito fusion act	Tb PFK block	Integrin act MD	BCR signal inh
COc1cc(SC#N)ccc1N=Cc1c(C)[nH]n(-c2ccc(C)c(C)c2)c1=O	?	0%	-11%	-8	0%[46.1 µM]	-7%	2%	-2%	-4%	-61%[inhibitor]	?
CC(C)[C@@H](C(=O)N1CCN(Cc2ccc3c(c2)OCO3)CC1)n1nnc2ccccc2c1=O	-14%	-3%	9%	-13	10%	5%	3%	4%	2%	0%	0%
C[C@H](NC(=O)OC(C)(C)C)C(=O)N/N=C/c1ccc2nccnc2c1	-2%	-1%	-5%	-1	-3%	-5%	4%	-1%	1%	-17%	2%
N/C(=N\NC(=O)c1cccc(F)c1)c1cc2ccccc2oc1=O	?	-8%	-3%	7	11%	-1%	-7%	-2%	0%	28%	?
Clc1ccccc1OCCn1nnc2ccccc21	?	0%	6%	-32	1%	-2%	8%	-1%	-6%	-18%	?
